TGFb inhibitor – blocks TGF-b signaling; HepG2 CAGA-GFP TGF-b/SMAD3 reporter, GFP fluorescence, 18 h; TGF-beta stimulated, 500 pg/mL final; Potency, µM (series often up to 46.1 µM), inactives show at the top dose activity, negative = inhibition, actives largely listed as inhibitors; 1.2% of 410,000 active; AID 588855; also: % is scaled to controls: 0 for no effect and ±100 for the full control effect; nearly all actives have a fitted effect of over 65% in size
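HEPG2 CAGA-GFP reporter cells (1000/well, DMEM with 1% FBS) received compounds, then recombinant TGF-beta at 500 pg/mL final for 18 hours at 37 degrees C. Per-cell GFP summed per well was normalised to unstimulated and stimulated DMSO controls before curve fitting.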
HepG2 viability – kills HepG2 cells in TGF-b inhibitor counter-screen. HepG2 CAGA-GFP viability, ATP luminescence, 18 h. Potency, µM (series often up to 46.1 µM), without a hit: top-dose activity change, negative = cytotoxicity, hits mostly cytotoxic. 0.76% of 410,000 active; also: some results filed as inactive show a strong effect at the top dose
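CellTiter-Glo luminescence gave cytotoxicity after 18 hours at 37 degrees C. The cells were HepG2 CAGA-GFP in 1% FBS DMEM, stimulated with 500 pg/mL TGF-beta after compound addition. %Activity was normalised to no-cell wells (complete cell-killing) and DMSO (no toxicity), and curves were fitted and classified.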
S2 tox – viability counter-screen for ATXN expression inhibitors; AID 651635; S2 cells (HEK-293 line with an ATXN2-luciferase reporter) viability, CellTiter-Fluor protease fluorescence, 24 h; 0.49% of 400,000 active; Potency, µM (titrated, usually from 56.7 µM), usual class: cytotoxic; also: nearly all actives have a fitted effect of over 40% in size
EPAC2 antag – blocks human EPAC2 exchange factor; Potency, µM (doses to about 114 µM), for the others: top-dose activity, negative = inhibition, usual class: inhibitors; AID 720708; 0.18% of 360,000 active; Q8WZA2; EPAC2 GEF exchange of Rap1B-BODIPY-GDP, fluorescence; also: % is scaled to controls: 0 for no effect and ±100 for the full control effect; nearly all actives have a fitted effect of over 45% in size; many of its hits are not listed in these tables
Target sequence (Q8WZA2 whole entry, looked up): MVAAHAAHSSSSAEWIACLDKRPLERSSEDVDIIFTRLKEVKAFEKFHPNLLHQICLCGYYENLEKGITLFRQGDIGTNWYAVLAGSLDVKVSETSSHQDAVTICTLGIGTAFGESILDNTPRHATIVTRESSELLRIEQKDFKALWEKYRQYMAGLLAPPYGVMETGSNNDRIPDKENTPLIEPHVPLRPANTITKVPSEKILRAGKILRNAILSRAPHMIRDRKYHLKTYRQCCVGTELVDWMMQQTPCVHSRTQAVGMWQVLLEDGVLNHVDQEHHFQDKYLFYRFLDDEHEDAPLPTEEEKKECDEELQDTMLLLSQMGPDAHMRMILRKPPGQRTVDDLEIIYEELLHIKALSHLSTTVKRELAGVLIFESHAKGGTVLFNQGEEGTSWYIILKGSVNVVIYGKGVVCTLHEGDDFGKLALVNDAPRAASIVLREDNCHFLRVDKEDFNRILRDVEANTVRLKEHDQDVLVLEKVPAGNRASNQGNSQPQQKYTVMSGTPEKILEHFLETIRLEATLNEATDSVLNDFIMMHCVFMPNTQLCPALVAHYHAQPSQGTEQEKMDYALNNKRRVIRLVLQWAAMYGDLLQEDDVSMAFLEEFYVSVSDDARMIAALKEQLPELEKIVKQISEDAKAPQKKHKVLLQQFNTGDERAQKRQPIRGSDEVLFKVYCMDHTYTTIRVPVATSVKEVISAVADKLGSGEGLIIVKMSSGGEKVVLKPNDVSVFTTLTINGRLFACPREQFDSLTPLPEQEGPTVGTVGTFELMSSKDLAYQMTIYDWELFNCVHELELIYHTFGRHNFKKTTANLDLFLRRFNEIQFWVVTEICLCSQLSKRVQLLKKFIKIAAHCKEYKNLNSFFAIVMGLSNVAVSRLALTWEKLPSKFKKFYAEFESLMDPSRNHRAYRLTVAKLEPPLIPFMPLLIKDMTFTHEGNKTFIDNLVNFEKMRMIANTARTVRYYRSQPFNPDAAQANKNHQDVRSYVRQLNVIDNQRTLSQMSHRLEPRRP
MCF10A rerep – induces DNA re-replication in MCF 10a normal breast cells; MCF 10A DNA re-replication, Hoechst nuclear intensity, 48 h; Potency, µM (highest dose often 46.1 µM), without a hit: at the top dose activity, positive = re-replication, most hits filed as activators; 2.9% of 350,000 active; AID 624296; also: % of control where 0% means no effect; nearly all actives have a fitted effect of over 50% in size
ATXN2 expr inh – inhibitors of ATXN2 expression | 0.72% of 360,000 active | Potency, µM (doses to about 57 µM), for inactives: at the highest dose activity change, negative = inhibition, hits mostly inhibitors | HEK-293 ATXN2-luciferase reporter, luminescence, 24 h; also: % is scaled to controls: 0 for no effect and ±100 for the full control effect; nearly all actives have a fitted effect of over 55% in size
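qHTS (up to 57 uM final) was run with 24 h compound exposure of reporter cells at 37 °C. Each well was multiplexed: SteadyGlo luminescence measured ATXN2-luciferase expression after a fluorogenic Gly-Phe-AFC viability readout (25 uM final).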
Nrf2 ARE act – activates Nrf2 signaling. Potency, µM (highest dose often 46.1 µM), inactives show at the highest dose activation, usual class: activators. AREc32 ARE-luciferase reporter (MCF7-derived line), luminescence, 24 h. AID 624171. 0.31% of 410,000 active; also: % of control where 0% means no effect; nearly all actives have a fitted effect of over 65% in size
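ARE activation measured as luciferase luminescence (Steady-Glo, 30 min RT) in AREc32_Fluc cells after 24 hr compound exposure at 37 deg C, 5% CO2; cells seeded overnight at 1000/well in OPTI-MEM, 5% FBS.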
Nrf2 inh – blocks Nrf2 signaling | A549 ARE-Fluc reporter, luciferase luminescence, 18-24 h | Potency, µM (series often up to 46 µM), for inactives: top-dose activity change, negative = inhibition, usual class: inhibitors | 2.1% of 360,000 active | AID 504444; also: % is scaled to controls: 0 for no effect and ±100 for the full control effect; nearly all actives have a fitted effect of over 60% in size
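Two sequential reads on A549 ARE_Fluc cells exposed to compound for 18-24 h: a CellTiter-Fluor fluorescence read for viability, then a luciferase luminescence read for Nrf2/ARE activity.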
A549 viability – kills or reduces viability of A549 cells in Nrf2 counter-screen | Potency, µM (titrated, usually from 46 µM), for the others: top-dose activity change, negative = cytotoxicity, actives largely listed as inhibitors | A549 ARE-Fluc cells, CellTiter-Fluor viability, 18-24 h | 0.16% of 390,000 active; also: % is scaled to controls: 0 for no effect and ±100 for the full control effect
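A549 ARE_Fluc cells in 5% FBS OPTI-MEM were exposed to compounds in concentration-response for 18-24 h at 37 deg C. Viability was read by CellTiter-Fluor fluorescence (Ex 405/Em 525) after 30 min, before the luciferase read.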
Starred values were filed as active, the others as inactive; i = inactive; ? = inconclusive; . = no result given; [ ] = another dose, or the depositor's remark. Calls follow the shape of the dose curve; as a rule, active = well fitted curve in the direction sought with a large enough effect; inconclusive = small, poorly fitted or top-dose-only effect, or another doubt; inactive = no such curve, though single readings can be large; an effect the other way counts as inactive or inconclusive. Potency is read from the fitted curve at half-maximal effect. An excerpt. The share of hits here may be higher or lower than overall.

smiles	HepG2 viability	ATXN2 expr inh	Nrf2 inh	S2 tox	Nrf2 ARE act	A549 viability	MCF10A rerep	EPAC2 antag	TGFb inhibitor
N#CCCN(C(=O)Cn1nc(C(=O)O)c2ccccc2c1=O)c1ccccc1	-5%	-16%	-14%	i	0.4%	2%	2%	-3%	-25%
C=CCC(NC(=O)Cc1ccccc1)C(=O)NCCC (configuration not stated)	10%	-1%	6%	i	-1.0%	-1%	1%	1%	30%[activator]
O=C(c1ccc(Cl)cc1[N+](=O)[O-])N1CCc2ccccc2C1	1%	10%	10%	i	-0.5%	3%	17%	-4%	-1%
O=C(Oc1cccc(C(=O)N2CCOCC2)c1)c1ccc(Br)cc1	-10%	-2%	4%	i	0.0%	-1%	-2%	-2%	-15%
CCc1ccc(CNC(=O)c2cc3c(C)nc4ccccc4c3o2)cc1	-19%	20µM*	15µM*	?	2.6%	-25%	?	-13%	?
Cc1onc(-c2c(Cl)cccc2Cl)c1COC(=O)c1ccc(Cl)cc1	6%	-24%	7%	i	0.4%	-3%	?	3.5µM*	14%
COc1cc(NC(=O)C2CC2C)c(C(=O)O)cc1OC (configuration not stated)	0%	11%	17%	i	-0.1%	0%	8%	0%	22%
CCOc1ccc(NC(=O)c2cc(CN3CCCC3)on2)cc1	-22%	4%	18%	i	-0.2%	-1%	.	.	-9%
O=C(Cn1c(=O)oc2cc(S(=O)(=O)N3CCCC3)ccc21)Nc1ccc(F)cc1F	-13%	.	-1%	.	1.0%	10%	.	.	.
CCN1CCN(C(C)C(=O)NC2CCCCC2)CC1 (configuration not stated)	17%	.	0%	i	0.0%	7%	0%	10%	-10%

A portion of the results above, for reference:
smiles	HepG2 viability	ATXN2 expr inh	Nrf2 inh	S2 tox	Nrf2 ARE act	A549 viability	MCF10A rerep	EPAC2 antag	TGFb inhibitor
C=CCC(NC(=O)Cc1ccccc1)C(=O)NCCC (configuration not stated)	10%	-1%	6%	i	-1.0%	-1%	1%	1%	30%[activator]
O=C(c1ccc(Cl)cc1[N+](=O)[O-])N1CCc2ccccc2C1	1%	10%	10%	i	-0.5%	3%	17%	-4%	-1%
O=C(Oc1cccc(C(=O)N2CCOCC2)c1)c1ccc(Br)cc1	-10%	-2%	4%	i	0.0%	-1%	-2%	-2%	-15%
CCc1ccc(CNC(=O)c2cc3c(C)nc4ccccc4c3o2)cc1	-19%	20µM*	15µM*	?	2.6%	-25%	?	-13%	?
Cc1onc(-c2c(Cl)cccc2Cl)c1COC(=O)c1ccc(Cl)cc1	6%	-24%	7%	i	0.4%	-3%	?	3.5µM*	14%
COc1cc(NC(=O)C2CC2C)c(C(=O)O)cc1OC (configuration not stated)	0%	11%	17%	i	-0.1%	0%	8%	0%	22%
CCOc1ccc(NC(=O)c2cc(CN3CCCC3)on2)cc1	-22%	4%	18%	i	-0.2%	-1%	.	.	-9%
O=C(Cn1c(=O)oc2cc(S(=O)(=O)N3CCCC3)ccc21)Nc1ccc(F)cc1F	-13%	.	-1%	.	1.0%	10%	.	.	.

More entries
smiles	HepG2 viability	ATXN2 expr inh	Nrf2 inh	S2 tox	Nrf2 ARE act	A549 viability	MCF10A rerep	EPAC2 antag	TGFb inhibitor
CCCN(CCC)c1nc2ccccc2n2c(C)nnc12	-27%	-4%	-27%	i	-0.8%	-5%	9%	-14%	-1%
CC(=O)c1c(C)[nH]c(C(=O)N2CCN(c3ncccn3)CC2)c1C	-10%	-2%	-16%	?	2.4%	1%	4%	-15%	3%
Cc1ccc(-c2nn(-c3ccc(F)cc3)cc2C(=O)NC2CCC(O)CC2)cc1 (configuration not stated)	1%	3%	6%	i	-0.8%	-7%	2%	5%	9%
COc1ccc(Cl)c(-c2cc(C(=O)Nc3ccc(C)c(NS(C)(=O)=O)c3)[nH]n2)c1	-27%	?	.	?	1.0%	.	.	-2%	23%
O=C(COC(=O)c1ncc(Cl)c(Cl)c1Cl)NC(=O)c1ccccc1	-2%	-19%	2%	i	0.3%	5%	-8%	-9%	-5%
COC(=O)[C@H](CC(C)C)NC(=O)N1CCC(C)CC1	1%	-17%	0%	i	-0.3%	2%	11%	-1%	-5%
CN(C)CCNC(=O)C1(O)c2cc(Br)ccc2NC(=O)N1c1ccc(Cl)cc1 (configuration not stated)	-12%	-19%	27%	i	-0.4%	-5%	2%	1%	5%
O=C(Nc1cccnc1Cl)c1ccc(S(=O)(=O)N2CCCCCC2)cc1	-10%	-2%	.	i	-0.8%	2%	-5%	1%	-22%
COc1ccc(NC(=O)CN2C(=O)NC3(CCCC3)C2=O)cc1OC	-13%	-13%	7%	i	0.1%	0%	5%	-4%	1%
COc1cccc(C2(O)C(=O)Nc3ccccc32)c1 (configuration not stated)	-1%	-3%	-7%	i	-0.9%	-1%	-1%	2%	2%
CC(C)c1c(C(=O)N/N=C/c2ccncc2)nnn1-c1nonc1N	-4%	-7%	?	i	-0.7%	1%	-2%	1%	-19%
NC(=O)c1ccc(=O)n(Cc2ccc(Cl)cc2Cl)c1	-11%	.	0%	i	0.5%	6%	-6%	-9%	7%
Cc1ccc(NC(=O)c2cc(NC(=O)c3ccco3)ccc2N2CCOCC2)cc1Cl	-32%	-12%	.	?	-0.9%	-8%	2%	8%	-3%
C=CCC[C@H](CCCCC)OC(=O)/C=C/[C@H](O)[C@@H](O)C[C@H](O)CC=C	.	-14%	.	i	4.4%	.	.	?	.
FC(F)(F)Oc1ccc2c(c1)NC(c1ccncc1)=NC(c1cccs1)=N2	-33%	17%	8%	i	7.4%	-1%	.	.	?
C/C=C/C(=O)Nc1cccc(C2=NOC3(C2)C[C@@H](C(N)=O)N(C(=O)c2cc([N+](=O)[O-])cc([N+](=O)[O-])c2C)C3)c1 (some centres not stated)	2%	5%	-8%	i	-1.1%	7%	-5%	12%	-13%
CCOCCCNC(=O)C1CCN(c2nc3ccc(C)cc3[nH]2)CC1	-10%	.	.	.	8.5%	-7%	.	.	-2%
O=S(=O)(c1cccc(COc2c(Cl)cccc2Cl)c1)N1CCOCC1	-17%	-15%	?	i	4.8%	21%	?	-6%	-19%
Nc1nc(SCc2ccc(Cl)cc2Cl)n[nH]1	-7%	61%[activator]	.	i	1.7%	2%	1%	-28%	0%
O=C1CN(C(=O)c2cccc(Br)c2)C(c2ccccc2)c2cc(Cl)ccc2N1 (configuration not stated)	-49%	?	.	?	0.2%	-23%	.	.	?
Cc1c(CCC(=O)NCCCCCC(=O)O)c(=O)oc2cc3occ(-c4ccccc4)c3cc12	2%	.	0%	i	0.0%	0%	?	?	16%
CCOc1ncccc1C(=O)OCC(=O)c1ccccc1	-6%	-1%	1%	i	0.6%	5%	0%	-4%	-12%
O=C1C(=O)c2ccccc2C(O)=C1c1cccc([N+](=O)[O-])c1	-32%	52%[activator]	4%	i	-0.4%	?	15%	-13%	-5%
CC(C)[C@H](NC(=O)c1ccccc1Cl)C(=O)OCC(=O)NC(=O)NCc1ccco1	2%	.	7%	i	2.8%	1%	5%	-8%	-28%
O=C(Nc1ccc(Oc2ccc3c(c2)C(=O)N(c2ccc(O)cc2)C3=O)cc1)c1cccs1	-3%	-25%	?	i	-0.2%	-1%	1%	8%	1%
CC1C(=O)N(Cc2cn(CCC3OCCO3)nn2)CCS(=O)(=O)N1Cc1ccc(-c2ccc(F)cc2)cc1 (configuration not stated)	-32%	-25%	.	?	2.1%	.	.	-17%	?
Cc1ccc(-c2cc(C(=O)Nc3cccnc3)[nH]n2)c(O)c1C	-16%	0%	15%	?	3.0%	-2%	0%	0%	-15%
CC(CNC(=O)Cn1cnc2c(OCc3ccccc3)ncnc21)c1ccccc1 (configuration not stated)	-15%	2%	-4%	i	0.7%	-7%	15%	8%	-10%
O=C(NCCc1ccccc1)c1cc(=O)[nH]c2ccccc12	-13%	1%	8%	i	-0.3%	-1%	14%	6%	2%
Clc1nc(-c2ccccc2)cc(-c2ccccc2)n1	-15%	13%	11%	i	8.9µM*	2%	0%	4%	0%
CC(OC(=O)CCc1nc2ccccc2c(=O)[nH]1)C(=O)NC1CCCC1 (configuration not stated)	-10%	-6%	-19%	i	-0.7%	13%	0%	-1%	-4%
Cn1c(=O)c([N+](=O)[O-])c(Oc2ccccc2)c2ccccc21	-22%	-13%	-13%	i	?	-7%	?	2%	6%
COc1ccc(-c2nc(CS(=O)CC(=O)NCCc3ccc(C)cc3)c(C)o2)cc1OC (configuration not stated)	7%	3%	-10%	i	3.5%	-1%	-1%	-3%	-3%
COc1ccc(Cl)cc1C(=O)NC(=S)Nc1ccccc1N1CCOCC1	-7%	-6%	3%	i	12%	9%	11%	-3%	4%
COc1ccc(-c2cc(C(=O)Nc3sc4c(c3C(N)=O)CCCC4)no2)cc1	2%	6%	9%	i	0.9%	4%	.	.	6%
O=C(O)C1(c2cccc(Cl)c2)CCC1	2%	3%	12%	i	0.2%	3%	-2%	18%	-10%
O=C(CC(c1ccccc1)(c1ccccc1)c1ccccc1)N[C@@H](Cc1ccc(O)cc1)C(=O)O	-15%	10%	10%	i	-0.8%	3%	-2%	-9%	-29%
